Screening results deposited in PubChem by National Center for Advancing Translational Sciences (NCATS).
Glioma ERSR ind: qHTS for Inducers of the Endoplasmic Reticulum Stress Response (ERSR) in Human Glioma: qHTS | U87-MG GRP78 promoter luciferase reporter, 16 h | Potency, µM, for inactives: top-dose activation, actives largely listed as activators | 420,000 tested, 0.02% active | AID 602332, 2012; further: potency means the concentration at half of the fitted maximal effect; series mostly up to about 76 µM; % of control where 0% means no effect; nearly all actives have a fitted effect of over 35% in size
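ERSR induction read as luciferase luminescence (Bright-Glo, 10 min at room temperature) in stably transfected human U87-MG glioma cells exposed to compounds for 16 h, using GRP78 as sensor.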
RXFP1 ag: qHTS Assay for Agonists of the Relaxin Receptor RXFP1. HEK293T-RXFP1 cAMP TR-FRET, 30 min; response scale: percent of porcine relaxin response, buffer zero. Potency, µM (highest dose often 57.5 µM), inactives show at the highest dose activation, most hits filed as activators. 370,000 tested, 0.3% active; further: potency means the concentration at half of the fitted maximal effect; on the % scale 0 is the no-effect control and ±100 the full control effect; nearly all actives have a fitted effect of over 60% in size; many of its hits are not listed in these tables
Target sequence (Q9HBX9 whole entry, looked up): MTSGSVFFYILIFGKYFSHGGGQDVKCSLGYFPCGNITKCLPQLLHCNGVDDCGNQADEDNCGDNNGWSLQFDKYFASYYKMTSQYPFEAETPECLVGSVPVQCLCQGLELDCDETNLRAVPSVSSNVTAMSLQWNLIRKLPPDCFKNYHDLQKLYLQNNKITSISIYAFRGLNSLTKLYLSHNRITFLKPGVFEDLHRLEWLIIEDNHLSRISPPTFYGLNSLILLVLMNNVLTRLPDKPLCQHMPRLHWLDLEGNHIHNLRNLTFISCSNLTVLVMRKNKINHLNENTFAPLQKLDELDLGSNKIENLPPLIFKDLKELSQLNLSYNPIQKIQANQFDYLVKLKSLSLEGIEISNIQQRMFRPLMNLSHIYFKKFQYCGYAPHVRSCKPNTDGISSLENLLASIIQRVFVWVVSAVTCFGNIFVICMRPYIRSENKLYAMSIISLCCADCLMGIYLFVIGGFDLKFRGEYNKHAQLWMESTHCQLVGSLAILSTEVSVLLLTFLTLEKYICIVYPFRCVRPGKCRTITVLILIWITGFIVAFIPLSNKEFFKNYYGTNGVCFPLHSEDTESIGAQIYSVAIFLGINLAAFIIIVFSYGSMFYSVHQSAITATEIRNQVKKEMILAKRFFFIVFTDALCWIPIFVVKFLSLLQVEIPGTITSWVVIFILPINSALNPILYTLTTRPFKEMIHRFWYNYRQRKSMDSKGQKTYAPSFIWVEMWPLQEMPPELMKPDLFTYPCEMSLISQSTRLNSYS
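HEK293 cells stably expressing RXFP1, treated 30 min at 37C with compounds plus PDE4 inhibitor Ro 20174; cAMP measured by HTRF TR-FRET. Normalized to buffer and 29 nM porcine relaxin; EC50 by Hill fit.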
D2 potentiator: HTS Assay for Positive Allosteric Modulators of the Human D2 Dopamine Receptor: Primary Screen for Potentiators; AID 485347, 2010; 340,000 tested, 0.34% active; HEK293 T-REx D2, calcium flux, EC20 dopamine potentiation; potentiation, % at 10 µM;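 active means potentiation over 3 SD above the plate norm, cut at about 30% in these data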; further: 0% is about no effect
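Potentiation of an EC20 dopamine calcium response measured kinetically over 180 s, after a preceding 180 s compound-only read flagging agonists. Cells: inducible Hek293 Trex D2 line, 4000/well, cultured overnight at 30 C before dye loading.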
D1 ag: Allosteric Agonists of the Human D1 Dopamine Receptor: qHTS; HEK293 T-REx D1 cells, calcium flux, agonist mode; activation, % at 2 µM; 360,000 tested, 1% active; AID 504660, 2011; in the data active means activation above about 30%; further: 0% is about no effect
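Inducible HEK293 T-REx D1 cells, force-coupled to calcium signalling, were plated at 4000 cells/well with tetracycline and held overnight at 30 C. After no-wash calcium dye loading, compound-evoked calcium rise over 180 s flagged agonists.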
Vif-APOBEC3G blk: qHTS for Inhibitors of Vif-A3G Interactions: qHTS; DNA dC->dU-editing enzyme APOBEC-3G (Homo sapiens), Q9HC16; HeLa A3G-eYFP + Vif (tagged APOBEC3G with the HIV-1 protein that degrades it), YFP fluorescence, overnight; 410,000 tested, 0.076% active; Potency, µM (doses to about 46.1 µM), for the others: top-dose activity, negative = active, most hits filed as inhibitors;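 further: potency means the concentration at half of the fitted maximal effect; on the % scale 0 is the no-effect control and ±100 the full control effect; nearly all actives have a fitted effect of over 60% in size; hits raise eYFP signal because A3G escapes Vif-driven loss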
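HeLa cells stably expressing Vif and C-terminally eYFP-tagged A3G, seeded overnight at 37 deg C, then exposed to compound by pintool overnight at 37 deg C. Rise in yellow fluorescence (Ex 488/Em 500-530, Acumen) marks blocked Vif-driven A3G degradation.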
D1 PAM: Potentiators of Human D1 Dopamine Receptor: qHTS; HEK293 TREx D1 cells, calcium flux, dopamine EC20 potentiation; potentiation, % at 10 µM; 360,000 tested, 0.036% active; D(1A) dopamine receptor (Homo sapiens), P21728; in the data active means potentiation above about 30%; further: 0% is about no effect
Vif-APOBEC3F blk: qHTS for Inhibitors of Vif-A3F Interactions: qHTS | HeLa A3F-eYFP + Vif (tagged APOBEC3F with the HIV-1 protein that degrades it), YFP fluorescence increase | Potency, µM (top dose mostly 46.1 µM), without a hit: at the highest dose activity, negative = active | 390,000 tested, 0.2% active; further: potency means the concentration at half of the fitted maximal effect; % of control where 0% means no effect; nearly all actives have a fitted effect of over 65% in size
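Fluorescence increase (Ex 488/Em 500-530) after overnight compound treatment at 37 deg C flags inhibition of Vif-driven A3F-eYFP loss in stable HeLa A3F-eYFP/Vif cells seeded overnight beforehand.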
LDHA inh: qHTS assay for inhibitors of human lactate dehydrogenase | L-lactate dehydrogenase A chain (Homo sapiens), P00338 | purified LDHA, NADH/diaphorase-resazurin fluorescence; stronger effect = lower value | activity change, % (values are at about 110 or 230 µM) | 480,000 tested, 0.15% active | AID 1347041, 2019; in the data active means activity change below about -30%; inconclusive means mostly about -25% to -30%;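 further: plate controls were DMSO wells for no effect and wells without enzyme for full effect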
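Human LDH5 at 2 nM final in Tris HCl pH 7.4 with 0.06 mM NADH and 0.2 mM pyruvate, reacted 5 minutes at room temperature. Remaining NADH coupled via diaphorase/resazurin; resorufin fluorescence read at 0 and 20 minutes, normalized to enzyme-free and DMSO wells.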
D1 antagonist: Antagonist of Human D 1 Dopamine Receptor: qHTS; D(1A) dopamine receptor (Homo sapiens), P21728; HEK293 TREx D1 cells, calcium flux, dopamine EC80; stronger effect = lower value; activity change, negative = inhibition, % at 10 µM; 360,000 tested, 3.2% active; AID 504652, 2011; in the data active means activity change below about -30%; further: on the % scale 0 is the no-effect control and ±100 the full control effect
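Calcium flux readout: force-coupled, inducible Hek293 Trex D1 line, cells induced overnight at 30 C with tetracycline, dye-loaded 30–90 min at RT. Antagonism scored against EC80 dopamine challenge given 180 s after compound.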
* marks the source's active call; other numbers are inactive results; ? = inconclusive; . = no result given; & = joins results of further samples. Unless noted, the call rests on the fitted dose curve; in most records, active means well fitted curve in the direction sought with a large enough effect; inconclusive means small, poorly fitted or top-dose-only effect, or another doubt; inactive means no such curve, though single readings can be large; an effect the other way counts as inactive or inconclusive.

molecule	Glioma ERSR ind	RXFP1 ag	D2 potentiator	D1 ag	Vif-APOBEC3G blk	D1 PAM	Vif-APOBEC3F blk	LDHA inh	D1 antagonist
COc1cccc(/C=C(/C#N)c2ccc(Cl)cc2)c1OCc1cccc(C(=O)O)c1	14%	-0.2%	-17	1	0%	-6	12%	-7	-18
O=S(=O)(NC1CC2CCC1C2)c1ccc(Br)cc1 (centres undefined)	-2%	0.6%	6	1	0%	-2	0%	3	7
CC(=O)Nc1ccc(OCC(=O)c2ccc(C)cc2C)cc1	-10%	-1.3%	2	3	-7%	-4	-2%	-5	1
CCOC(=O)C1CCN(C(=O)C2CCN(C3=NS(=O)(=O)C(c4ccc(C)cc4)=C3CC)CC2)CC1	-1%	-1.1%	3	2	1%	-6	3%	0	3
COc1ccc(OC)c(/C=N/NC(=S)NCCc2ccccc2)c1	-2%	4.9%	2	1	-2%	-3	1%	-10	-19
O=C(NCc1cccc(F)c1)c1noc2c1CCCC2	-1%	-1.9%	-3	12	-22%	20	1%	2	35
COc1ccc(Cl)cc1NC(=O)NC(C)C	4%	-0.6%	-13	2	3%	6	1%	-5	-7
c1ccc(CCn2nnnc2CN2CCc3ccccc32)cc1	-5%	1.9%	7	0	1%	-4	0%	2	-15
O=C(NCc1ccco1)C1CN(S(=O)(=O)c2ccccc2)CCN1S(=O)(=O)c1ccccc1 (centres undefined)	-3%	1.4%	5	2	-10%	-2	-6%	-1	7
CC(=O)c1c(C)[nH]c(C(=O)CSc2nnc(N)s2)c1C	4%	-2.3%	8	3	10%	-1	0%	-1	-15
Cc1sc2ncn(CC(=O)N(C)c3ccc(Br)cc3)c(=O)c2c1S(=O)(=O)N1CCC(C)CC1	-2%	-1.3%	-1	-1	1%	0	-9%	0	10
O=C(NCC(F)(F)F)Nc1ncccn1	-4%	1.3%	.	1	3%	-3	0%	-2	15
Cc1ccc([N+](=O)[O-])cc1NC(=O)Nc1ccc(S(N)(=O)=O)cc1	?	1.6%	-18	7	-1%	-18	-16%	-1	-79*
O=C(NNS(=O)(=O)c1ccccc1)c1ccc([N+](=O)[O-])cc1	-1%	2.0%	7	2	12%	-2	0%	3	-3
O=c1c2ccccc2n2nnnc2n1-c1ccccc1	-4%	0.3%	32*	1	2%	-3	-15%	-6	-15
COc1ccc(-n2nc(C(=O)NCC(=O)NC3CCCCC3)c3ccccc3c2=O)c(OC)c1	-3%	5.9%	21	2	-1%	0	15%	-6&3	-2
CCOc1ccc(CCN2C(=S)N([C@@H](CC(C)C)CN3CCCC3CN3C(=S)NC[C@@H]3Cc3ccc(O)cc3)C[C@@H]2CC(C)C)cc1 (some centres undefined)	-3%	.	.	.	-2%	.	5%	-3	.
O=C1C(=Cc2ccco2)C(=O)c2ccccc21	2%	-1.7%	-5	0	-1%	0	-11%	12	1
Cc1ccc(-c2nn(CC(=O)O)c(=O)c3ccccc23)cc1	-4%	1.1%	7	-2	-1%	-4	-4%	-8&0	-6
CN(c1nnc(N)s1)C1CCCCC1	-3%	-0.4%	-2	-3	2%	-2	7%	-5	-1

3 entries already listed, arranged by heavy-atom count, largest number first:
molecule	Glioma ERSR ind	RXFP1 ag	D2 potentiator	D1 ag	Vif-APOBEC3G blk	D1 PAM	Vif-APOBEC3F blk	LDHA inh	D1 antagonist
O=C(NCc1ccco1)C1CN(S(=O)(=O)c2ccccc2)CCN1S(=O)(=O)c1ccccc1 (centres undefined)	-3%	1.4%	5	2	-10%	-2	-6%	-1	7
COc1cccc(/C=C(/C#N)c2ccc(Cl)cc2)c1OCc1cccc(C(=O)O)c1	14%	-0.2%	-17	1	0%	-6	12%	-7	-18
c1ccc(CCn2nnnc2CN2CCc3ccccc32)cc1	-5%	1.9%	7	0	1%	-4	0%	2	-15

With a hit mark in D1 antagonist, of those listed so far:
SMILES	Glioma ERSR ind	D2 potentiator	D1 ag	D1 PAM	D1 antagonist
Cc1ccc([N+](=O)[O-])cc1NC(=O)Nc1ccc(S(N)(=O)=O)cc1	?	-18	7	-18	-79*

(next part)
molecule	Glioma ERSR ind	RXFP1 ag	D2 potentiator	D1 ag	Vif-APOBEC3G blk	D1 PAM	Vif-APOBEC3F blk	LDHA inh	D1 antagonist
COc1ccc(NC(=O)C2CCN(c3cc(C)nc4c(-c5ccc(Cl)cc5)c(C)nn34)CC2)cc1	-2%	-1.5%	-4	2	1%	-1	1%	-16	-5
CCc1nc2ccccc2c(C(=O)Nc2cccc(C)c2)c1C	-3%	-2.3%	8	9	-4%	-10	6%	-4	-1
COc1cc(OC)c(NC(=O)c2ccco2)cc1Cl	0%	1.0%	21	1	2%	-11	-1%	15	5
COc1ccc2[nH]c3c(c2c1)CCN1C(=O)N([C@@H](C)C(=O)NC2CC2)C(=O)[C@]31C	-2%	0.0%	-1	7	-7%	-4	-8%	0	0
CCN1CCN(C(CNS(=O)(=O)c2ccc(Br)cc2)c2cccnc2)CC1 (centres undefined)	-5%	-3.2%	0	2	0%	2	1%	-5	-16
CCc1cccc(N(C(=O)c2csnn2)C(C(=O)NC(C)(C)C)c2ccncc2)c1 (centres undefined)	-3%	2.1%	6	4	2%	-2	8%	3	-6
Cc1ccsc1C(=O)N1CCCC(N(C)Cc2ccccc2)C1 (centres undefined)	1%	1.6%	-23	2	3%	-1	-6%	-4	-14
CC(=O)N1[C@H](Cc2ccccc2)C=C[C@]1(C)C(=O)NCc1ccc(C)o1	1%	-5.2%	1	-4	-13%	4	6%	1	41
Cc1cc([N+](=O)[O-])nn1CC(=O)Nc1ccc(Cc2ccncc2)cc1	4%	4.0%	-13	8	0%	-3	-8%	0	-18
COc1ccc(OCc2n[nH]c(=S)n2-c2ccc(C)cc2)cc1	-3%	1.5%	-2	7	0%	0	0%	-1	2
Cc1cccc(Oc2cc(N)cc([N+](=O)[O-])c2)c1	-2%	3.7%	4	1	-4%	-3	-18%	-2	-1
Cc1ccc(N(CC(O)Cn2nc(C)cc2C)S(=O)(=O)c2ccc3ccccc3c2)cc1 (centres undefined)	-4%	1.7%	-2	7	2%	1	-10%	0	5
CC(C)Nc1nc(NC(C)C)nc(N(C)n2cnnc2)n1	0%	0.8%	-5	1	-2%	-2	4%	0	-15
COc1ccc2c(Cl)c(-c3nnc4n3CCCCC4)sc2c1	0%	-0.2%	3	8	-1%	-6	4%	-3	-1
COc1cc(C)c(Cl)cc1S(=O)(=O)NCCN1CCOCC1	-5%	-0.3%	7	-1	7%	-1	-5%	-13	.
Cn1c(CCN2CCCC2)nc2cc(NS(=O)(=O)c3ccc(Cl)cc3)ccc21	-10%	0.2%	-6	25	?	-3	3%	-2	-24
CN(C)S(=O)(=O)c1cccc(NC(=S)NCc2ccc3c(c2)OCO3)c1	-2%	2.7%	-22	19	-2%	-13	0%	-4	-11
CSc1cccc(NC(=S)N(CCC(C)C)C(C)c2ccncc2)c1 (centres undefined)	-3%	1.8%	10	6	-5%	-5	-16%	1	-34*
Cc1ccc(N2CCN(c3cc(C)nc4nc(C)nn34)CC2)c(C)c1	0%	1.4%	-3	2	-1%	3	-2%	-2	3
Cc1ccc2sc(NNC(=O)C3COc4ccccc4O3)nc2c1C (centres undefined)	-2%	0.2%	8	-2	1%	0	-4%	1	27
CC(Sc1nnc(-c2ccccc2F)n1C1CC1)C(N)=O (centres undefined)	-5%	0.7%	.	1	2%	6	2%	-4	9
O=C(CNS(=O)(=O)c1ccc(F)cc1)N1CCN(c2ccc(F)cc2)CC1	5%	0.3%	5	6	2%	-4	4%	-2	-1

Full records as entered above. Order of screens: Glioma ERSR ind | RXFP1 ag | D2 potentiator | D1 ag | Vif-APOBEC3G blk | D1 PAM | Vif-APOBEC3F blk | LDHA inh | D1 antagonist
CSc1cccc(NC(=S)N(CCC(C)C)C(C)c2ccncc2)c1 (centres undefined) is listed as -3% | 1.8% | 10 | 6 | -5% | -5 | -16% | 1 | -34*
CC(=O)N1[C@H](Cc2ccccc2)C=C[C@]1(C)C(=O)NCc1ccc(C)o1 is listed as 1% | -5.2% | 1 | -4 | -13% | 4 | 6% | 1 | 41

These rows are one share of the data. The share of hits here may be higher or lower than overall.
